Cardio protect: myocardial damage modulation in H9c2 cells; H9c2 cardiomyocytes, H2O2 injury protection, ATPLite, 2 h; protection from H2O2 cell death, % at 20 µM; 360,000 tested, 0.63% active;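 active means compounds giving at least 50% protection of heart cells from peroxide-induced death in the single-dose screen, raw or plate-pattern-corrected value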;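 further: 0% = DMSO wells with peroxide and 100% = DMSO wells without peroxide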
ABHD5-PLIN5 inh: blocks binding of human ABHD5 to perilipin-5; Q00G26+Q8WTS1; Split G. princeps luciferase complementation, luminescence, 4 h; inhibition, % at 4 µM; 360,000 tested, 0.78% active; AID 602281;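 active means inhibition above the mean inhibition across every tested compound plus 3 SD, cut at about 22% in these data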;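 further: 0% = DMSO only wells and the 100% control is not disclosed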
Target sequence (Q00G26 whole entry, looked up): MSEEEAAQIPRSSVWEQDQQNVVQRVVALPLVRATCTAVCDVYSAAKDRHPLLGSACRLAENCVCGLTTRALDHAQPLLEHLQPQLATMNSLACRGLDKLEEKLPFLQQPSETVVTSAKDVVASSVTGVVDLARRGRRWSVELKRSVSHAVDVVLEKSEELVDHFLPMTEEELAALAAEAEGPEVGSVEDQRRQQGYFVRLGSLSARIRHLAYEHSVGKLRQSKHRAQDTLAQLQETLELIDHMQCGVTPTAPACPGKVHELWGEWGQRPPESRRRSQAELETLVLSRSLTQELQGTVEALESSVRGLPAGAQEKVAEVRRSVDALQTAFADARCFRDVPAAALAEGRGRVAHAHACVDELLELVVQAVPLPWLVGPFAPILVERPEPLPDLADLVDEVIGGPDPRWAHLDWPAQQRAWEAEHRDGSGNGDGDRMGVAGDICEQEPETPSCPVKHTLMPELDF
Target sequence (Q8WTS1 whole entry, looked up): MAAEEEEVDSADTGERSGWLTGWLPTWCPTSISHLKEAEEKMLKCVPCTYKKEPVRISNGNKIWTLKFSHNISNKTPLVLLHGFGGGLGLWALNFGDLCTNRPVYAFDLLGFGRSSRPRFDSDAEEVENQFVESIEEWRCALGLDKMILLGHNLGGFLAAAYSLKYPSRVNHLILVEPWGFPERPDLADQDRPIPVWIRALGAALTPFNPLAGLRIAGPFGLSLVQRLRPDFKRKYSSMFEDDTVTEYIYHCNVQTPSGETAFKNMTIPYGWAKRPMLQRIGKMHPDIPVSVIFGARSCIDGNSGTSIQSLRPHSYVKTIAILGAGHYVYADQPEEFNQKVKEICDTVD
iPSC survival up: hiPSC single-cell survival enhancement | survival enhancement, % at 20 µM | AID 602274 | ATPlite luminescence; 100% = ROCK inhibitor wells, 0% = DMSO | 360,000 tested, 0.044% active; in the data active means survival enhancement above about 18%;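 further: cells exposed to compounds for 16 hours before the ATP read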
N-glyco inh: N-linked glycosylation inhibition; D54 ERlucT glycosylation luciferase reporter, 24 h; percent of 100 nM tunicamycin response; reporter increase, % at 12.5 µM; 360,000 tested, 0.23% active; AID 588692;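 active means mean luciferase reporter signal, scaled so untreated is 0 and the glycosylation-blocking control 100, at or above a set limit in every replicate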;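 further: luciferase carries N-glycosylation sites so blocking glycosylation raises the light; 0% = median of neutral control wells and 100% = median of 100 nM tunicamycin wells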
m5-HT2A agonist: activates the mouse 5-HT2A serotonin receptor; P35363; CHO-K1 mHTR2A beta-arrestin complementation, luminescence; percent of 30 µM serotonin response; activation, % at 7.6 µM; 360,000 tested, 0.66% active; AID 624169;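 active means activation above a run cutoff, the mean activation of all tested compounds plus 3 SD, cut at about 14% in these data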;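 further: 0% = plate median of compound wells and 100% = 30 µM serotonin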
MC4R ag barr: agonists of human melanocortin 4 receptor (MC4R) beta-arrestin; 360,000 tested, 0.98% active; U2OS MC4R beta-arrestin complementation, luminescence; percent of melanotan II response, DMSO zero; activation, % at 8.9 µM; P32245;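 active means activation above a per-plate cutoff, the mean activation of sample wells on that plate plus 3 SD, cut at about 8% in these data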
Exocytosis inh: lytic granule exocytosis inhibition; TALL-104 LAMP-1 surface exposure, flow cytometry; cells stimulated with thapsigargin and PMA; inhibition, % at 10 µM; 360,000 tested, 0.66% active; AID 651702;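 active means inhibition above about 55%, limit read from the data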
ABCB6 inh MLPCN: blocks the human ABCB6 transporter. Q9NP58. K562-ABCB6 porphyrin accumulation, flow cytometry, 1 h; hits give low values. fluorescence ratio to DMSO, % at 10 µM. 360,000 tested, 0.19% active. AID 602162;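 active means fluorescence ratio to DMSO below 75%, the collection mean minus 3 SD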;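 further: signal is porphyrin accumulated inside mitochondria; 100% equals median channel fluorescence of DMSO control wells; lower ratio means ABCB6 inhibition with less porphyrin fluorescence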
MC4R antagonist: human MC4R antagonism in cAMP assay. inhibition, % at 6.5 µM. 360,000 tested, 0.48% active. MC4R-expressing cells, MTII-stimulated cAMP, LANCE TR-FRET. P32245;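 active means inhibition above its plate's cutoff, the mean of tested wells on that plate plus 3 SD, cut at about 29% in these data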;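 further: 0% = Melanotan II alone and 100% = Melanotan II plus saturating MCL0020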
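System: U2OS cells stably expressing human melanocortin 4 receptor (MC4R). Reagent: Melanotan II challenge after compound preincubation. Doses: 6.5 µM. Times: 30-min compound, 1-h challenge, 1-h detection, room temperature. Measured by: TR-FRET with Eu-cAMP and labeled anti-cAMP, 671 nm. Replicates: singlicate.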
aDG glyco up: increases alpha dystroglycan glycosylation | Pro5-aDG cells, alpha-DG glycosylation AlphaScreen (IIH6); 0% Pro5, 100% B10-LARGE cell signal | AID 624168 | 360,000 tested, 0.22% active | activation, % at 10 µM;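 active means activation of at least 8% versus controls, or a plate z-score of at least 8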;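 further: Pro5 are CHO cells carrying HIG-tagged alpha-DG that lacks glycosylation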
Active calls of the source: *; . = no result given.

canonical_smiles	Cardio protect	ABHD5-PLIN5 inh	iPSC survival up	N-glyco inh	m5-HT2A agonist	MC4R ag barr	Exocytosis inh	ABCB6 inh MLPCN	MC4R antagonist	aDG glyco up
Cc1cc(C(C)(C)C)cc(S(=O)(=O)Nc2ccc(O)c(C(=O)O)c2)c1C	6	-1	4.1	4	-13	0.6	-1	108	-1	0.0
COc1ccccc1-n1cc(C(=O)NCC(=O)NCc2ccc(F)cc2)c2ccccc2c1=O	1	2	0.2	2	-8	-2.0	0	95	5	0.0
Cc1ccc(OCCCCCN2CCOCC2)c(Cl)c1	-2	4	-0.2	-1	-4	-2.1	6	96	10	0.0
CCCOc1ccc(-c2cn3ccccc3n2)cc1	-20	15	-0.8	-15	2	-0.1	1	92	1	0.0
Cc1ccsc1/C=N/N1CCN(c2ccccc2)CC1	-8	2	-0.2	1	0	-0.5	-4	97	12	-0.2
CCCc1nnc2c(N(C)S(=O)(=O)c3ccc(C)cc3)nc3ccccc3n12	-2	2	2.3	-1	-2	-1.7	-2	91	-8	0.1
S=C(NCC1COc2ccccc2O1)Nc1ccc(Br)cc1 (stereo not drawn)	-14	-9	-1.6	-1	-2	0.9	0	108	6	0.1
CCCCn1nnnc1C(c1cc2ccccc2o1)N1CCN(C(=O)OC(C)(C)C)CC1 (stereo not drawn)	.	-2	-0.3	.	-3	.	-7	98	.	-0.2
C/C(=N\OC(=O)NC(C)C)c1sc(-c2ccc(Cl)cc2)nc1C	-16	-1	-2.2	2	-2	0.7	0	92	10	1.0
CC1CC(=O)Nc2ccc([N+](=O)[O-])cc2N1C (stereo not drawn)	-3	3	-1.3	3	3	-1.6	2	88	-6	-0.1
Cn1c(O)c(/C=C2\C=Nc3ccccc32)sc1=Nc1ccc(C(=O)O)cc1	5	15	0.6	2	-4	-2.9	0	100	1	0.0
Cc1ccc(C)c(Cn2nnc3c(=O)[nH]c(C4CCN(S(=O)(=O)c5ccc(S(=O)(=O)N(C)C)cc5)CC4)nc32)c1	-8	7	0.2	-1	-7	2.6	6	102	25	0.1
CCN(CC1COc2ccccc2O1)C(=S)NCCCN(C)C (stereo not drawn)	7	2	-0.4	-3	-5	-0.1	-3	97	28	0.6
Cc1ccc(C2=N/C(=C\N(C)C)C(=O)O2)cc1	-3	0	-0.4	0	2	-1.5	-1	100	7	-0.3
C=CCn1c2ccccc2c2nnc(SCC(=O)OCN3C(=O)c4ccccc4C3=O)nc21	4	15	3.2	0	3	1.1	3	90	4	0.0
O=S(=O)(c1ccc(=S)[nH]c1)N1CCCCC1	6	-9	-0.1	1	11	-2.1	6	98	2	0.1
CS(=O)(=O)N(CC(=O)N1CCCCCC1)c1cccc(F)c1	5	5	-0.2	-1	4	-0.7	6	97	8	0.0
CN(C)c1ccc(/C=C2/C=C(c3ccc4c(c3)CCCC4)OC2=O)cc1	-8	1	-0.5	0	-1	-0.7	-2	177	13	2.3
Cc1ccc(S(=O)(=O)N2CCC(C(=O)NCCc3ccccc3)CC2)cc1	1	-3	3.3	-1	3	0.6	-4	97	4	0.2
C[C@H]1CCC[C@]2(O[C@H](CCO)C[C@@H](O)[C@@H]2O)O1	4	6	-0.1	3	4	0.5	-5	99	4	0.3
O=C(COc1ccc(F)cc1)NCC1CCCO1 (stereo not drawn)	10	5	-0.7	4	7	-1.0	-4	98	-1	-0.1
Cc1ccc(S(=O)(=O)c2cc3c(=O)n4ccccc4nc3n(C)c2=N)cc1	10	-4	-0.3	-1	4	-0.3	-4	94	5	0.1
COc1nccnc1NS(=O)(=O)c1ccc(NC(=S)NC(=O)c2ccc(F)c(F)c2)cc1	10	1	0.5	1	2	-4.2	-6	95	7	0.3
COc1cccc(CN(CC(=O)NC2CCCC2)C(=O)CCC(=O)Nc2cc(C)on2)c1	12	-2	-1.4	0	1	-1.8	1	95	6	-0.1
Cn1cc(Cl)c(C(=O)OCC(=O)Nc2ccccc2)n1	9	8	0.5	0	5	0.9	0	89	5	-0.1
O=S(=O)(NC(=NCc1ccccc1)c1ccc(F)cc1)c1ccc(Cl)cc1	-8	-2	-0.3	-5	-5	-2.7	-1	101	4	0.0
Cc1ccc(C(=O)NC2(C(F)(F)F)NC(=O)N(c3ccc(Cl)cc3)C2=O)cc1 (stereo not drawn)	-4	4	2.7	3	-1	-0.6	-2	94	5	0.0
O=S(=O)(Nc1nc2ccccc2[nH]1)c1ccc2ccccc2c1	-2	1	2.4	1	0	2.1	0	96	9	0.0
CN(C)S(=O)(=O)N1C(=O)c2ccccc2C1=O	6	3	0.3	0	-1	-1.0	-10	98	2	0.1
O=S1(=O)N=C(N(CCO)/N=C/c2ccc(Cl)cc2)c2ccccc21	-3	3	0.0	0	0	0.2	-5	109	22	0.4
CCOC(=O)c1cc2c(N)c(C(=O)c3ccc(Br)cc3)sc2[nH]c1=O	-9	3	-0.3	0	2	-2.0	4	100	28	0.0
COc1nccnc1NS(=O)(=O)c1ccc(NS(=O)(=O)c2ccc(NC(C)=O)cc2)cc1	-2	11	0.1	1	-5	-1.1	-1	124	-1	-0.2
COc1cc2c(cc1OC)C(C1C(=O)CC(C)(C)CC1=O)N(C(=O)CCl)CC2 (stereo not drawn)	-1	-1	1.3	0	-2	1.8	1	105	16	0.1
Cc1ccnc2nc(C(=O)OCC(=O)Nc3ccc4c(c3)OCCO4)nn12	-6	-11	7.7	2	-3	-1.3	0	99	3	0.5
O=C(CSc1nnc2ccccn12)NCCc1ccc(F)cc1	0	13	-0.4	0	-1	4.4	2	101	1	-0.1
Cc1cc(-c2cccs2)c(C#N)c(=S)[nH]1	10	2	-0.2	4	-3	-1.6	6	101	2	0.0
CC(C)OCCCn1c(-c2ccc(Br)cc2)c[nH]c1=S	-17	-3	1.0	-1	1	2.2	-2	104	6	-0.1
CCCC1CCC(c2nc(-c3cccnc3)no2)CC1 (stereo not drawn)	3	2	-0.7	0	-2	-1.7	2	99	11	0.4
CCC(Oc1ccccc1)C(=O)Nc1ccc(S(=O)(=O)NCC2CCCO2)cc1 (stereo not drawn)	-6	-16	-0.5	0	1	-2.6	1	99	8	0.9
CCCCNC(=O)c1cnc2n(c1=O)CCS2	0	-3	-1.0	2	-2	-2.1	-4	94	0	0.2

3 structures already listed, sorted by length of the SMILES, rising:
canonical_smiles	Cardio protect	ABHD5-PLIN5 inh	iPSC survival up	N-glyco inh	m5-HT2A agonist	MC4R ag barr	Exocytosis inh	ABCB6 inh MLPCN	MC4R antagonist	aDG glyco up
Cc1cc(-c2cccs2)c(C#N)c(=S)[nH]1	10	2	-0.2	4	-3	-1.6	6	101	2	0.0
O=C(CSc1nnc2ccccn12)NCCc1ccc(F)cc1	0	13	-0.4	0	-1	4.4	2	101	1	-0.1
CCC(Oc1ccccc1)C(=O)Nc1ccc(S(=O)(=O)NCC2CCCO2)cc1 (stereo not drawn)	-6	-16	-0.5	0	1	-2.6	1	99	8	0.9

More structures:
canonical_smiles	Cardio protect	ABHD5-PLIN5 inh	iPSC survival up	N-glyco inh	m5-HT2A agonist	MC4R ag barr	Exocytosis inh	ABCB6 inh MLPCN	MC4R antagonist	aDG glyco up
Cc1ccc(S(=O)(=O)N(C)C)cc1NC(=O)C(C)OC(=O)C1CCCCC1 (stereo not drawn)	2	-1	-1.0	3	-2	-0.2	-13	96	0	0.0
COc1ccc(-c2nn(-c3ccccc3)cc2C(=O)Nc2cccc(C(=O)O)c2)cc1[N+](=O)[O-]	-1	-6	-0.9	1	3	-1.2	6	94	-9	0.0
CCN1C(=O)[C@H]2[C@@H](c3ccc(C)cc3)N3C(=O)N(c4cccc(Br)c4)C(=O)[C@@]3(Cc3ccccc3)[C@H]2C1=O	4	-13	0.2	10	3	0.3	-6	99	8	0.0
C=CCN(c1ccccc1)S(=O)(=O)c1ccc2c(c1)NC(=O)C(C)C(=O)N2 (stereo not drawn)	3	4	-1.6	2	-4	0.1	1	101	12	-0.1
Cc1ccc(Sc2ncccc2C(=O)N(C)Cc2cccs2)c(C)c1	-11	-8	0.5	-2	-2	-1.5	17	93	-5	-0.1
Cc1cc(NC(=O)CSc2nc(-c3ccccc3)nc3c2c(=O)n(C)c(=O)n3C)no1	-9	0	3.1	1	-12	0.5	-14	103	7	0.0
CN(CC(=O)NCc1cccnc1)S(=O)(=O)c1ccc(F)cc1	5	1	0.4	0	0	2.9	-11	103	8	0.0
Nc1[nH]c(C(=O)c2ccccc2)c(-c2ccc(Br)cc2)c1C(=O)NC1CC1	.	-3	0.2	.	4	.	-3	123	.	0.0
Cc1cc(C)cc(NC(=O)Nc2ccccc2N2CCCCC2)c1	-6	0	-0.1	-6	1	3.0	-4	101	-4	0.0
COc1cccc2cc(C(=O)N3CC(C)OC(C)C3)c(=O)oc12 (stereo not drawn)	13	7	-0.6	2	0	-0.5	-6	94	-2	0.0
COC(=O)N/N=C/c1c(C)c(C(=O)c2ccc(F)cc2)n2ccccc12	0	-4	0.9	2	-3	-2.7	0	96	0	-0.1
CCOC(=O)c1nn(-c2ccc(C)cc2)c2nc(Nc3ccccc3)cc(=O)n12	-2	1	4.4	0	8	0.0	5	106	7	1.3
CCN(CC(=O)Nc1c(F)cccc1F)C(=O)c1ccc(S(=O)(=O)N2CCCCC2)cc1	-1	1	0.0	-1	-2	-2.7	-3	101	7	0.3
COc1cccc(C(=O)Nc2cccc(OCC(=O)O)c2)c1	0	4	0.5	3	6	-1.0	-1	104	11	0.0
COc1cc(C2NC(=S)NC(C)=C2C(=O)c2ccccc2)ccc1O (stereo not drawn)	-3	-6	-1.8	-1	-2	-0.8	1	106	14	0.2
c1ccc(N=P(N2CCOCC2)(N2CCOCC2)N2CCOCC2)cc1	3	-12	2.2	-1	2	-0.2	-1	97	13	-0.2
COc1cccc(NC(=O)NC2(C(F)(F)F)Oc3ccccc3O2)c1	75*	-7	-5.4	-5	-5	-0.4	-1	89	3	0.2
COc1ccc(N2CCN(c3nc(C)c(C)c(=O)[nH]3)CC2)cc1	8	-4	-0.5	-3	2	0.2	-6	96	-1	-0.2
COc1cccc(C(=O)COC(=O)COc2c(C)cc(C)cc2C)c1	4	0	1.1	2	1	-0.4	-1	95	-1	0.1
CC1(c2ccccc2)NC(=O)N(CC(=O)NCC2CCCO2)C1=O (stereo not drawn)	0	-5	1.8	3	5	-0.7	22	100	2	0.0
CSc1ccccc1NC(=O)COc1ccc(Cl)cc1	-8	-1	3.2	0	-2	0.8	0	95	3	-0.1
Cc1nc2ccccc2nc1N1CCCCC1	-4	-1	2.9	0	5	-0.2	0	102	-1	0.0
CN(C)N1C(N)=C(C#N)C(c2cccs2)C2=C1CCCC2=O (stereo not drawn)	3	-7	-1.6	2	-3	-1.6	-2	107	1	0.3
COc1cccc(C(C)(O)c2nc(-c3ccoc3)cs2)c1 (stereo not drawn)	-3	16	-0.8	0	3	-1.4	-9	98	-6	0.0
O=C1C=C(NCc2ccco2)C2(CCCCC2)O1	18	-1	-1.0	-1	7	0.1	-1	101	12	-0.1
CN(C)/C=C/C(=O)c1ccc(Cl)c([N+](=O)[O-])c1	-7	6	0.3	2	5	3.2	1	102	23	-0.1

Screening results: PubChem BioAssay, several laboratories
